12-LOX inh: Primary qHTS assay for inhibitors of human arachidonate 12S-lipoxygenase (ALOX12): Round 2. purified 12hLO, xylenol orange hydroperoxide absorbance. Potency, µM (highest dose often 108 µM), for the others: top-dose activity change, negative = inhibition, usual class: inhibitors. 580,000 compounds, 1.1% hits. AID 1671190, 2021; active = well fitted inhibition curve with a large enough effect; inconclusive = small, poorly fitted or top-dose-only effect, or another doubt; inactive = no such curve, though single readings can be large or run the other way
Target sequence (P18054 whole entry, looked up): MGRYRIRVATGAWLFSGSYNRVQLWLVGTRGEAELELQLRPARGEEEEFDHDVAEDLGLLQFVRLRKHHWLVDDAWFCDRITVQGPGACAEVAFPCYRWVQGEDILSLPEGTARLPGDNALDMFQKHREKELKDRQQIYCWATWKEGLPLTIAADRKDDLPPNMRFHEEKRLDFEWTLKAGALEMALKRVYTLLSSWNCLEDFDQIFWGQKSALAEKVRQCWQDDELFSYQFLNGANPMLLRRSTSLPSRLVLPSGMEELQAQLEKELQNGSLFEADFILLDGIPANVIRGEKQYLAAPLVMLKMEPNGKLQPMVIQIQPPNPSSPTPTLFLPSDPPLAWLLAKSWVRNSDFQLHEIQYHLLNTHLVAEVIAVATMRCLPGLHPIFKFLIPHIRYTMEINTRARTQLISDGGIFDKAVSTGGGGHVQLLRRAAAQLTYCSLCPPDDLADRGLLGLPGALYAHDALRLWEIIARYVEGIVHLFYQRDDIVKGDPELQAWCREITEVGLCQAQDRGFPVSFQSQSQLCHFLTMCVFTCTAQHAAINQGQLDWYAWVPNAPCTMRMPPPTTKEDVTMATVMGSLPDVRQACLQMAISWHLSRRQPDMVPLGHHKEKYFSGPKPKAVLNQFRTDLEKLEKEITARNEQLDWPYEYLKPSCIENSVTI
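Purified human 12hLO (150 nM final) in 25 mM Hepes, 0.01% Triton X-100, pH 7.0 was preincubated 15 min at room temperature with compound. Then 40 uM arachidonic acid was added, 30 min. Hydroperoxide was read by Fe-XO absorbance ratio 573/405 nm.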
Starred values were filed as active, the others as inactive; ? = inconclusive; [ ] = dose if it differs, or a comment. % is set by controls: 0 for no effect and ±100 for the full control effect; potency is the fitted concentration of half-maximal effect. The list is partial (hit frequency here may not be typical).

CS(=O)(=O)N1CCC2(CC1)CN(C(=O)c1ccc3[nH]ccc3c1)Cc1ccccc1O2
  12-LOX inh = 6.3%[6.33 µM]

O=C(O)C(c1c[nH]c2ccc(Cl)cc12)N1CCN(Cc2ccncc2)CC1 (stereo not given)
  12-LOX inh = ?

COc1ccc(OC)c(NC(=O)C2(C)CCN2C(=O)Cc2ccccc2)c1 (stereo not given)
  12-LOX inh = -7.4%

O=C(Nc1ccc(F)c(Cl)c1)c1ccc2sc([C@@H]3O[C@H](CO)[C@H](O)[C@H](O)[C@H]3O)nc2c1
  12-LOX inh = -22.1%

N/C(Cc1ccc(Cl)cc1)=N\OC(=O)CCc1ccccc1
  12-LOX inh = 18.4%

O=C(CSCc1nc2sc3c(c2c(=O)[nH]1)CCC3)NCc1ccc(C(F)(F)F)cc1
  12-LOX inh = -12.4%

Fc1c(F)c(C(F)(F)F)c(F)c(F)c1Sc1c(F)c(F)c(C(F)(F)F)c(F)c1F
  12-LOX inh = -20.3%

O=C(c1ccc(-c2noc(C3CC3)n2)cc1)N1CCC2(CCOCC2)CC1
  12-LOX inh = 4.9%

CC(C)C1(CNC(=O)c2coc(COc3ccc4c(c3)OCO4)n2)CC1
  12-LOX inh = 21.4%

O=C1NCCCCCN(C(=O)CCC2CCCC2)[C@H]2CCCC[C@@H]12
  12-LOX inh = 20.2%

CCCCNCc1ccco1
  12-LOX inh = 1.5%

CC(C)CCN1CCOc2cc([S+](=O)([O-])Nc3nncs3)ccc2C1
  12-LOX inh = -8.5%[176 µM]

Brc1ccc(-c2nnc3ccc(SCc4ccco4)nn23)cc1
  12-LOX inh = ?

COc1ccc(-c2ccnc3nc(Cc4ccc(F)cc4)nn23)cc1
  12-LOX inh = -8.4%

CCSc1nc2c(c(=O)n(C)c(=O)n2C)n1C/C=C/c1ccccc1
  12-LOX inh = 19.2%

O=C(Nc1ccccc1)N1CCC(Oc2ncccc2C(=O)N2CCCCC2)C1 (stereo not given)
  12-LOX inh = 45.1%[activator]

CCC/C=C/c1ccc(CN2C(CC(C)C)C(=O)N(Cc3cn(CCC4OCCCO4)nn3)CCS2(=O)=O)cc1 (stereo not given)
  12-LOX inh = ?

COc1ccc(S(=O)(=O)N2C[C@@H]3C[C@H](C2)c2c(NC(=O)c4ccc5c(c4)OCO5)ccc(=O)n2C3)cc1
  12-LOX inh = 33.9%

Cc1ccc(C(=O)Oc2ccc3c(C(C)C)cc(=O)oc3c2)cc1S(C)(=O)=O
  12-LOX inh = -26.7%

Cc1ccc(C(=O)COC(=O)C2CC(=O)N(NC(=O)c3ccc(Cl)c(Cl)c3)C2)cc1C (stereo not given)
  12-LOX inh = 2.9%

Cc1cccc(NC(=O)CN2CCN(C(=O)NCc3ccccc3Cl)CC2)c1C
  12-LOX inh = 6.8%

CCN(C(=O)C(C)S(=O)(=O)Cc1ccc(Cl)cc1Cl)c1ccccc1 (stereo not given)
  12-LOX inh = -5.5%

CCCc1nc(NCC2CCCO2)c(C#N)c2c1CCCC2 (stereo not given)
  12-LOX inh = -4.0%

CNC(=O)NC(=O)CN(C)C(C)C1CC1 (stereo not given)
  12-LOX inh = -25.7%

O=C(CCSc1nc(Cl)nc2nc[nH]c12)NCCc1ccccc1
  12-LOX inh = ?

CCN(CC)c1ncnc2c1ncn2[C@H]1CN(Cc2ccc(F)cc2)C[C@@H](CO)O1
  12-LOX inh = -17.5%

COCCN1C(=O)c2ccccc2C(C(=O)NCCC2=CCCCC2)C12CCCC2 (stereo not given)
  12-LOX inh = 16.7%

O=C(C[C@@H]1CCNC[C@@H]1Cc1cc(-c2ccccc2)on1)NCc1ccccc1
  12-LOX inh = ?

CCN1CCCC1CNC(=O)c1cnn(-c2nccc(-c3ccc(C)o3)n2)c1C1CC1 (stereo not given)
  12-LOX inh = 30.6%[activator]

O=C(NC1CCN(c2cc(-c3ccccc3)[nH]n2)CC1)c1ccc(F)cc1F
  12-LOX inh = 10.8%

O=C(Nc1ccc2c(c1)OCCO2)C(c1ccccc1)n1c(=O)c(-c2ccco2)nc2ccccc21 (stereo not given)
  12-LOX inh = ?

CCc1ccccc1NC(=O)c1nn(Cc2ccccc2)c(=O)c2ccccc12
  12-LOX inh = 9.8%

CCO[C@H]1CN(Cc2cc3c(cc2OC)OCCCO3)C[C@@H]1O
  12-LOX inh = 43.4%[activator]

O=C(O)CN1CCNc2nc(CNc3ccc(F)cc3)n(Cc3ccccc3)c2C1=O
  12-LOX inh = 100.2%[activator][176 µM]

C=CCNCc1ccccc1OC
  12-LOX inh = -4.2%

CCOC(=O)C1=CCC(c2cccc(C)c2)N(S(=O)(=O)c2ccc(C)cc2)C1 (stereo not given)
  12-LOX inh = 5.9%

O=C(c1ccsc1)N1CCC2(CC1)CC(N(Cc1ccc(F)cc1)C1CC1)CCO2 (stereo not given)
  12-LOX inh = 20.9%

COc1ccc(NC(=O)C(=O)NCCN2CCN(C(=O)c3cccc(C)c3)CC2)cc1
  12-LOX inh = 14.7%

COCCN1CCCC2(CCN(C(=O)CCN(C)S(C)(=O)=O)C2)C1=O (stereo not given)
  12-LOX inh = 12.3%

O=C(c1ncccn1)N1CCc2c(n(CCOc3ccccc3)n(-c3ccccc3)c2=O)C1
  12-LOX inh = -13.5%

N#Cc1cccc(CNC(=O)c2nccnc2N)c1
  12-LOX inh = -2.8%

Cc1cc(C)cc(NC(=O)Cn2nc3c(cc2=O)CCCCC3)c1
  12-LOX inh = -25.9%

COc1ccc2nc3n(c2c1)[C@@H](CNCc1ccc(C(F)(F)F)cc1)COC3
  12-LOX inh = 32.5%[activator][176 µM]

CCOC(=O)/C=C/c1cccc(C(C)=O)c1
  12-LOX inh = ?

COCCn1nc2ccccc2c1OC
  12-LOX inh = 10.7%

CC(CNC(=O)/C=C/c1ccc(C(C)(C)C)cc1)NC(=O)/C=C/c1ccc(C(C)(C)C)cc1 (stereo not given)
  12-LOX inh = 9.0%

CC(C)Cc1nc2oc3c(NCC(C)O)ncnc3c2c2c1CCC2 (stereo not given)
  12-LOX inh = 1.3%

CCOC(=O)C1=C(C)OC(N)=C(C#N)C1c1ccc(C(F)(F)F)cc1 (stereo not given)
  12-LOX inh = 15.8µM*

CCCCNC(=S)Nc1ccc(Cl)cc1Cl
  12-LOX inh = ?

CC(C)CNC(=O)C(NC(=O)c1ccccc1Cl)C1CCN(C(=O)c2ccccc2F)CC1 (stereo not given)
  12-LOX inh = 34.9%[activator]

CC(=O)N[C@H]1CO[C@H]2[C@@H]1OC[C@@H]2Nc1nccc(C2CCCC2)n1
  12-LOX inh = 22.9%[176 µM]

CC(NC(=O)c1n[nH]c(=O)c2ccccc12)c1ccc2ccccc2c1 (stereo not given)
  12-LOX inh = 0.8%

O=C(Nc1ccc(Cl)cc1Cl)c1ccnc2[nH]ccc12
  12-LOX inh = 1.1%[6.33 µM]

CCOC(=O)c1cc(NC(=O)C(C)CC)cc(C(=O)OCC)c1 (stereo not given)
  12-LOX inh = 16.7%

O=S(=O)(c1ccc2nc(NCCN3CCN(c4ccccc4F)CC3)ccc2c1)N1CCCC1
  12-LOX inh = ?

Cc1ccc(C(=O)/C=C\N(C)C)cc1
  12-LOX inh = 56.2µM*

CSCCC(NS(=O)(=O)c1ccc2c(c1)oc(=O)n2C)C(=O)Nc1ccc(F)cc1 (stereo not given)
  12-LOX inh = -17.7%

CC1(C(=O)N2CCC(c3ccccc3)CC2)CCc2cnc(N3CCOCC3)nc21 (stereo not given)
  12-LOX inh = 5.3%[176 µM]

Cc1noc(-c2cn(C3CCN(C(=O)c4ccc(F)cc4)CC3)nn2)n1
  12-LOX inh = 13.3%

CC1CCN(C(=O)C(C)OC(=O)c2cnc3ccccc3n2)CC1 (stereo not given)
  12-LOX inh = 7.5%

CCn1nccc1C(=O)N1CCC2(CC1)CCC(O)(CN(C)C)CC2
  12-LOX inh = 24.8%

CC(=O)Nc1ccc(C2(C(=O)N(C)Cc3ccccc3)CCCCC2)cc1
  12-LOX inh = 6.1%

COc1ccc(N2C(=O)CCS2(=O)=O)cc1S(=O)(=O)N1CCCCC1
  12-LOX inh = 7.0%

CCCC(C)NC(=O)N1CCN(C(=O)Cc2c[nH]c3ccccc23)CC1 (stereo not given)
  12-LOX inh = -31.7%

O=C([C@@H]1C[C@H](F)CN1S(=O)(=O)c1cccc(C(F)(F)F)c1)N1CCCCC1
  12-LOX inh = 7.8%

c1cc(CNC2CC2)ccn1
  12-LOX inh = -4.8%

NC(=O)CCN(C(=O)c1ccc(Br)cc1)c1ccc(F)cc1
  12-LOX inh = 0.7%

C#CCNC(=O)C[C@@H]1O[C@H](CNC(=O)Nc2ccc(C)cc2)[C@@H](O)[C@H]1O
  12-LOX inh = 4.3%[176 µM]

Cc1cc(C)c(NC(=O)CNC(=O)c2cc3cc(Cl)ccc3nc2C)c(C)c1
  12-LOX inh = ?

COc1ccccc1N1CCN(C(=O)C[C@@H]2CCNC[C@@H]2Cc2cc(-c3ccc(F)cc3)on2)CC1
  12-LOX inh = 10.7%

COCCn1c(CSCc2ccc(Cl)cc2Cl)n[nH]c1=S
  12-LOX inh = ?

O=C(COCc1cc(-c2ccc(F)cc2)on1)Nc1cccc(O)c1
  12-LOX inh = -23.5%

O=C1NC(=NC2CCCCC2)C2(CCN([S+](=O)([O-])c3ccccc3)C2)N1c1cc(F)cc(F)c1 (stereo not given)
  12-LOX inh = 1.5%[6.33 µM]

O=S(=O)(c1ccc(Oc2ccc(Br)cc2F)nc1)N1CCCC1
  12-LOX inh = 18.6%

CCCc1noc(-c2cn(C3CCN(C(=O)c4cccc(F)c4)CC3)nn2)n1
  12-LOX inh = 2.9%

CC(=O)N1CCC2(CC1)C(=O)NN=C2c1ccncc1
  12-LOX inh = 6.8%[176 µM]

COCCN1CCCCCC(O)c2cc(C(=O)N3CCN(c4cccc(OC)c4)CC3)ccc21 (stereo not given)
  12-LOX inh = -11.1%

COCCN1C(=O)[C@H]2CN(Cc3ccccc3C(F)(F)F)C[C@H]2C1=O
  12-LOX inh = 26.5%

C[C@H]1C[C@H]2[C@@H]3CCC4=CC(=O)C=C[C@]4(C)[C@@H]3C(=O)C[C@]2(C)[C@@]1(O)C(=O)CO
  12-LOX inh = -3.1%[57.4 µM]

CCCCc1cc(C[C@@H]2C[C@H](NC(=O)NC(C)C)C2(C)C)no1
  12-LOX inh = -1.9%[176 µM]

Cc1ccc(-c2nc(N)sc2CC(=O)OCC(=O)N(c2ccccc2)C(C)C)cc1
  12-LOX inh = -10.3%

Cc1cc(C)cc(N2CC(C(=O)OCC(=O)c3ccccc3)CC2=O)c1 (stereo not given)
  12-LOX inh = 5.3%

O=C(c1ccccc1F)N1CCC(N2CCNC2=O)CC1
  12-LOX inh = 4.1%[12.5 µM]

CN(C)CC(C)(C)CNC(=O)c1cnn(-c2nccc(-c3ccc4c(c3)OCO4)n2)c1-c1ccco1
  12-LOX inh = 8.2%

COc1ccc(C(CC(=O)NCc2cccnc2)c2ccccc2)cc1 (stereo not given)
  12-LOX inh = 55.3%[activator]

COc1ccc(C2CC(=O)N(CC(=O)Nc3ccc4c(c3)OCO4)c3ccccc3S2)cc1OC (stereo not given)
  12-LOX inh = 5.2%

CC(C)NC(=O)N1CCOc2ccc(CCC(=O)O)cc2C1
  12-LOX inh = 15.3%

CCNc1cc(N2CCC(CCC(=O)NCc3ccc(OC)cc3)CC2)ncn1
  12-LOX inh = 64.1%[activator]

COc1ccc(C2CC(=O)C=C3c4ccc(OC)cc4CCC32)cc1 (stereo not given)
  12-LOX inh = 6.5%

O=C(COc1ccccc1CNC[C@H]1O[C@@H](n2ccc(=O)[nH]c2=O)[C@H](O)[C@@H]1O)N1CCCCC1
  12-LOX inh = 1.3%

CN1CCN(CN2C(=O)C(O)(CC(=O)c3ccccn3)c3ccccc32)CC1 (stereo not given)
  12-LOX inh = ?

Cc1ccc(Cn2nnc3c2-c2ccccc2S(=O)(=O)N(C2CC2)C3)cc1
  12-LOX inh = -16.0%

COc1ccc(-c2nc(C)c(CCNC(=O)C(=O)Nc3ccc(C)cc3C)s2)cc1OC
  12-LOX inh = -7.7%

CC(C)C(CNC(=O)c1n[nH]c(=O)c2ccccc12)N(C)C (stereo not given)
  12-LOX inh = -1.7%

CCN(CC)c1ccc(S(N)(=O)=O)cc1N
  12-LOX inh = ?

O=C([C@H]1CNC[C@H](C(=O)N2CCN(c3ccncc3)CC2)C1)N1CCCC1
  12-LOX inh = 58.2%[activator]

Cc1ccc(CN2CCNC(=O)C2CC(=O)NC2(CO)CCCC2)cc1 (stereo not given)
  12-LOX inh = 52.6%[activator]

COc1cccc(C(=O)N[C@@H]2CN(C)C[C@H]2CN(C)C)c1OC
  12-LOX inh = 74.2%[activator]

COc1ccccc1CC1CC(=O)N(c2ccc([N+](=O)[O-])cc2)C1=O (stereo not given)
  12-LOX inh = 2.8%

Cc1ccc(N2CN(CCN3CCOCC3)Cn3c2nc(C)c(C)c3=O)cc1C
  12-LOX inh = -25.5%

COc1ccc(CCN2CCC(CN(C)C(=O)c3ccccc3SC)CC2)cc1
  12-LOX inh = ?

CCn1c(C)cc(C(=O)COc2ccc3ccc(=O)oc3c2)c1C
  12-LOX inh = 0.0%

CC(=O)Nc1cccc(OCCc2ccccc2)c1
  12-LOX inh = 41.4%[activator]

CCNCC(O)COCc1ccccc1OC (stereo not given)
  12-LOX inh = ?

Cc1ccc(-c2nc(CC(=O)NCCc3ccccc3F)cs2)o1
  12-LOX inh = -33.9%

CC(CC(=O)NCc1ccccc1Cl)S(=O)(=O)c1ccc2c(c1)CCN2C(=O)C1CC1 (stereo not given)
  12-LOX inh = 2.3%

COC(=O)C1=C(C)OC(N)=C(C#N)C1c1ccc(C#N)cc1 (stereo not given)
  12-LOX inh = ?

NC(N)=NC(N)=Nc1ccccc1Br
  12-LOX inh = -2.5%

O=C1NCc2ccccc2CC12CCCN(Cc1ccccc1Cl)C2 (stereo not given)
  12-LOX inh = 2.2%[6.33 µM]

COCCn1c(SCc2cc(F)ccc2OC)nnc1-c1ccncc1
  12-LOX inh = 16.6%

Cc1cccc(NC(=O)CCc2c[nH]c3ccccc23)c1C
  12-LOX inh = -12.9%

Compound activity (PubChem)
